# PriA SSB inh: K. pneumoniae PriA-SSBct interaction inhibition; AlphaScreen SSBct-PriA binding, biotinylated peptide; inhibition, % at 33 µM; 0.6% of 430,000 active; AID 1272365; in the data active = inhibition mostly above about 37%, no sharp cut-off; inactive = mostly below about 20%;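 note: plate controls were negative control peptide for no effect and reference peptide for full effect; strong numbers were not always called active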
# TcdB GH inh: inhibitors of Clostridioides difficile toxin B glycohydrolase | P18177 | TcdB glycohydrolase enzymatic assay, plate reader | inhibition, % at 9.99 µM | 0.24% of 350,000 active | AID 652162; in the data active = inhibition above about 10%
# BoNT-A LC inh2: blocks Botulinum neurotoxin A light chain protease; multiplex microsphere protease substrate cleavage, flow cytometry; inhibition, % at 10 µM; 0.17% of 360,000 active; AID 588499; note: plate controls were buffer without enzyme for full effect and enzyme alone for no effect
# Vc quorum ag: induces V. cholerae light production without autoinducers; AID 588436; 0.16% of 350,000 active; activation, % at 18.7 µM; V. cholerae BH1578 lux reporter, luminescence, 6 h; in the data active = activation mostly above about 9.7%, no sharp cut-off; inconclusive = no clear call, values can overlap the other calls; inactive = mostly below about 3.7%; note: not every result past the cut was called active; inactives centre near 0; reference of the scale not given here
# Anthrax LF inh2: blocks Bacillus anthracis lethal factor protease; AID 588501; inhibition, % at 10 µM; multiplex microsphere protease cleavage assay, LF; P15917; 0.12% of 360,000 active; note: plate controls were buffer without enzyme for full effect and enzyme alone for no effect
# Yp Topo-I inh: Y. pestis Topo-I inhibition via cleavage products | Y. pestis Topo-I cleavage product accumulation, plate reader | activity, % at 10 µM | 0.064% of 360,000 active; in the data active = activity above about 50%, passing the limit was not always enough; inconclusive = no clear call, values can overlap the other calls; note: inactives centre near 2
# PrPC surface inh: inhibitors of human cell surface prion protein PrPC. P04156. 0.43% of 370,000 active. TR-FRET read-out. inhibition, % at 13.8 µM. AID 720596; in the data active = inhibition above about 24%; note: 0% = median of the test wells and 100% = reference compound wells
# PfHsp40 yeast: restores yeast growth despite PfHsp40 toxicity; S. cerevisiae expressing PfHsp40, growth rescue, ATP luminescence; growth rescue, % at 12.5 µM; 0.68% of 340,000 active; in the data active = growth rescue above about 28%, passing the limit was not always enough; inconclusive = no clear call, values can overlap the other calls;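 note: yeast W303a lacking pdr1 and pdr3 grown in galactose medium; growth measured after three days at 30 °C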
# 3CLpro inhibitor: SARS-CoV 3CLpro protease inhibition | inhibition, % at 6 µM | recombinant SARS-CoV 3CLpro, quenched FRET peptide cleavage | AID 1706 | 0.14% of 290,000 active; in the data active = inhibition above about 12%
# * marks the source's active call; other numbers are inactive results; i = inactive; ? = inconclusive; . = not tested or not shown; & = joins results of further samples. Cut-off read from the data, not from the text of the source, unless noted: active = inhibition above about 30%; inconclusive = no clear call, values can overlap the other calls; inactive = below that.
SMILES,PriA SSB inh,TcdB GH inh,BoNT-A LC inh2,Vc quorum ag,Anthrax LF inh2,Yp Topo-I inh,PrPC surface inh,PfHsp40 yeast,3CLpro inhibitor
Cc1nc2cc(NC(=O)c3ccc(N4C(=O)CCC4=O)cc3)ccc2s1,5&-15,0.0,-0.9,-0.1,-5,-14,4,-0.2,-5
CCCCc1cc(=O)oc2cc(OCC(=O)N3CCc4ccccc43)ccc12,-1,.,0.1,i,0,-2,0,-0.7,4
COc1ccc(C2Cc3ccccc3C(=O)O2)cc1 (stereo not given),-11,.,0.4,0.1,3,4,1,0.2,1
CCC(C)(C)NC(=O)C(OC(=O)c1ccco1)c1ccccc1OC (stereo not given),-11,.,0.5,i,4,-1,-1,-0.2,0
CN(C)CCN(C(=O)c1cc(Cl)sc1Cl)c1nc2ccc(F)cc2s1,11,-0.7,0.0,-0.2,-2,-4,-5,-0.1,-1
COc1ccc(/C=N/NC(=O)c2ccc(Br)cc2)cc1CN1CCOCC1,i,0.6,-6.4,-0.4,15,3,-4,-0.6,3
Cc1cc(NC(=O)CSCC(=O)N(c2ccc(F)cc2)C(C(=O)NC2CCCCC2)c2ccc(O)c(O)c2)no1 (stereo not given),0,.,-0.4,-0.2,-3,3,1,-0.5,4
CCOC(=O)/C(C#N)=C/c1ccc(OC)c(OC)c1,-24,.,-0.2,-0.6,1,-6,1,0.3,-4
CCn1c(CNS(=O)(=O)c2ccc(Cl)cc2)n[nH]c1=S,6,-0.7,-0.8,-0.2,-1,-6,-7,-0.2,-8
O=C(CN1C(=O)/C(=C/c2ccccc2F)Sc2ccccc21)NCC1CCCO1 (stereo not given),5,0.0,.,i,.,12,-3,2.6,5
CCOC(=O)C1=CCN(Cc2ccccc2)CC1,-12,0.9,-3.7,1.2,-1,0,-3,-0.8,-1
CC(C)N(C(=O)CSc1nnc(NC(=O)C2CCC2)s1)C(C)C,-19,.,-0.2,-1.3,1,-8,-3,1.1,-2
CCOC(=O)c1[nH]c(C)c(/C(O)=C2\C(=O)C(=O)N(CCN3CCOCC3)C2c2ccco2)c1C (stereo not given),.,0.1,-0.9,-1.0,4,6,0,-1.4,-1
Cc1ccc(-c2ccc(/C=C3\SC(N4CCOCC4)=NC3=O)o2)cc1,-4,-0.2,1.9,i,1,2,-20,-0.6,-6
Cc1ccc(/C=C2\SC(=S)N(CCC(=O)NNC(=O)c3cccc(O)c3)C2=O)cc1,5,-1.8,0.0,i,2,10,5,0.2,2
COCCNC(=O)CN(C(=O)CCC(=O)Nc1ccccn1)c1ccc(C)cc1C,-20,0.8,1.7,-0.3,5,9,9,-0.1,-5
O=[N+]([O-])c1cccc2c(S(=O)(=O)N3CCOCC3)cccc12,-2,1.2,0.3,9.3,5,-2,-18,1.3,1
Cc1ccc(N2C(=O)c3ccccc3NC2(C(=O)O)c2ccccc2)cc1Cl (stereo not given),3,2.2,-0.5,i,-8,5,8,0.4,-1
C/C(=N\NC(=O)c1cccc(S(=O)(=O)N2CCCC2)c1)c1ccc(OCC(=O)N(C)C)cc1,.,2.3,3.1,-1.7,1,8,7,?,.
CSc1cccc(NS(=O)(=O)c2ccccc2)c1,-8,.,-0.1,i,-7,-8,-2,1.7,-2

# Reformatted with tabs: part of the list above
mol	PriA SSB inh	TcdB GH inh	BoNT-A LC inh2	Vc quorum ag	Anthrax LF inh2	Yp Topo-I inh	PrPC surface inh	PfHsp40 yeast	3CLpro inhibitor
CCn1c(CNS(=O)(=O)c2ccc(Cl)cc2)n[nH]c1=S	6	-0.7	-0.8	-0.2	-1	-6	-7	-0.2	-8
O=C(CN1C(=O)/C(=C/c2ccccc2F)Sc2ccccc21)NCC1CCCO1 (stereo not given)	5	0.0	.	i	.	12	-3	2.6	5
CCOC(=O)C1=CCN(Cc2ccccc2)CC1	-12	0.9	-3.7	1.2	-1	0	-3	-0.8	-1
CC(C)N(C(=O)CSc1nnc(NC(=O)C2CCC2)s1)C(C)C	-19	.	-0.2	-1.3	1	-8	-3	1.1	-2
CCOC(=O)c1[nH]c(C)c(/C(O)=C2\C(=O)C(=O)N(CCN3CCOCC3)C2c2ccco2)c1C (stereo not given)	.	0.1	-0.9	-1.0	4	6	0	-1.4	-1
Cc1ccc(-c2ccc(/C=C3\SC(N4CCOCC4)=NC3=O)o2)cc1	-4	-0.2	1.9	i	1	2	-20	-0.6	-6
Cc1ccc(/C=C2\SC(=S)N(CCC(=O)NNC(=O)c3cccc(O)c3)C2=O)cc1	5	-1.8	0.0	i	2	10	5	0.2	2
COCCNC(=O)CN(C(=O)CCC(=O)Nc1ccccn1)c1ccc(C)cc1C	-20	0.8	1.7	-0.3	5	9	9	-0.1	-5
O=[N+]([O-])c1cccc2c(S(=O)(=O)N3CCOCC3)cccc12	-2	1.2	0.3	9.3	5	-2	-18	1.3	1
Cc1ccc(N2C(=O)c3ccccc3NC2(C(=O)O)c2ccccc2)cc1Cl (stereo not given)	3	2.2	-0.5	i	-8	5	8	0.4	-1
C/C(=N\NC(=O)c1cccc(S(=O)(=O)N2CCCC2)c1)c1ccc(OCC(=O)N(C)C)cc1	.	2.3	3.1	-1.7	1	8	7	?	.
CSc1cccc(NS(=O)(=O)c2ccccc2)c1	-8	.	-0.1	i	-7	-8	-2	1.7	-2

# Continued.
SMILES,PriA SSB inh,TcdB GH inh,BoNT-A LC inh2,Vc quorum ag,Anthrax LF inh2,Yp Topo-I inh,PrPC surface inh,PfHsp40 yeast,3CLpro inhibitor
Cc1ccc(Cc2c(C)nc3nc(SCC(=O)NCCCN4CCOCC4)nn3c2C)cc1,-7,-3.9,-0.4,-0.2,-4,8,11,-1.9,-2
N#Cc1ccc(-c2nc3c4ccccc4ccn3c2Cc2ccsc2)cc1,.,0.9,0.6,.,2,.,-6,.,.
CCCCNC(=O)CSc1nc2ccccc2c(=O)n1CCNC(C)=O,-5,.,-2.1,.,-3,3,0,-1.4,-1
CCc1ccccc1N1CC(C(=O)Nc2cc(C)on2)CC1=O (stereo not given),-4,-2.9,-2.8,-2.1,-2,5,5,-0.1,-2
COc1ccccc1CNC(=O)C1CCN(C(=O)NC2CCCCC2)CC1,-15,-0.1,-1.6,-1.6,-2,4,-3,-1.3,3
O=C(NNc1c2ccccc2nc2ccccc12)c1cc2ccccc2cc1O,-8,.,-0.4,i,-5,-27,10,-0.5,3
COc1ccc(C(C)=O)cc1COC(=O)c1ccc(OCc2c(C)noc2C)cc1,-10,0.4,-0.3,-0.2,-4,4,1,-0.1,-4
CCCc1cc2c(cc1NC(=O)c1ccccc1Cl)OCO2,-9,.,0.7,-2.0,-4,7,2,0.5,-1
Cc1ccc2cc(C)c3nnc(SCC(=O)c4cccs4)n3c2c1C,-2,1.7,0.1,1.9,2,4,-2,-0.7,7
COc1ccc(/C=N/NC(=O)c2ccccc2O)cc1Cn1cc(Cl)cn1,.,.,-0.5,i,-6,7,-6,1.4,2
CCOP(=O)(OCC)c1nc(-c2ccc(C)cc2)oc1NCc1ccccc1,-3,1.9,-0.8,-0.1,2,21,1,0.7,3
COCCn1c(-c2ccccc2)cc(C(=O)O)c1C,-7,.,-0.4,0.3,0,-1,-2,1.2,4
CC(C)CN(C(=O)CSc1n[nH]c(-c2cccs2)n1)C1CCS(=O)(=O)C1 (stereo not given),-2,0.9,.,i,.,10,2,-1.1,.
COc1cc(/C=C2\C(=N)N3N=C(S(C)(=O)=O)SC3=NC2=O)cc(OC)c1OCCOc1ccccc1C,6,-0.5,0.5,-0.4,-9,10,-4,0.2,7
c1ccc(-c2cc(N3CCCCC3)nc(-c3ccccc3)n2)cc1,-1,.,-0.5,-0.5,3,4,7,1.6,-7
O=C(CNC(=O)c1ccccc1)NCC(O)c1ccc([N+](=O)[O-])cc1 (stereo not given),-8,-0.6,1.7,0.0,-1,2,-6,0.1,-8
CCCCN(C=O)c1c(CC)nc2c(OCc3cccc(Cl)c3)cccn12,.,0.6,0.2,-0.6,-2,15,10,.,.
O=c1[nH]nc(SC2CCCCC2)c(=O)[nH]1,-16,-0.1,-0.1,i,-2,0,-7,0.1,.
COc1cc(CCC(C)NCc2ccccc2)ccc1O (stereo not given),-14,-0.4,3.7,-8.3,0,-5,-7,1.6,-1
COc1cc(OC)cc(C2=NCCN2)c1,-1,0.3,0.1,-0.8,0,7,-7,0.1,-3
COc1cccc(/C=N/NC(=O)c2cccc3ccccc23)c1,.,0.8,3.0,-0.1,0,3,1,0.7,4
O=S(=O)(Nc1cccc(-n2cnnn2)c1)c1ccc(F)cc1,-9,1.9,3.8,7.1,-3,-2,3,-1.8,.
CC(C)CNC(=O)c1oc2ccccc2c1COc1ccccc1,-28,0.6,0.4,i,-1,11,9,1.8,-2
O=C(NN=C1CCCC1)c1cc(Br)ccc1O,-9,0.6,-2.4,i,-1,1,9,0.3,2
N#Cc1ccc(OCC(O)CN2CCN(C(c3ccccc3)c3ccccc3)CC2)cc1 (stereo not given),1,-1.4,3.5,i,-5,22,0,-0.8,-2
COc1ccc([C@@H]2CC=C(C(=O)O)[C@H](c3ccccc3)N2S(=O)(=O)c2ccc(C)cc2)cc1OC,0,2.0,-0.3,-1.2,-10,5,0,0.3,.
Nc1nc(SCc2nc3sc4c(c3c(=O)[nH]2)CCCC4)n[nH]1,9,.,8.6,31*,0,-2,12,0.1,3
CC(C)Oc1nc(-c2ccc(Cl)cc2)nc2ccccc12,-5,-1.3,0.0,-0.2,-17,8,4,1.2,-9
N#Cc1c(NC(=O)/C=C/c2ccco2)sc2c1CCCC2,-13&12,-0.1,-0.3,-0.1,-1,2,4,0.3,3
N#CC1(Nc2ccc(S(N)(=O)=O)cc2)CCCC1,3,-0.6,1.1,1.6,0,-3,9,-1.9,.
Cc1nc2ccsc2c(=O)n1-c1ccc(Cl)cc1,-7,0.3,0.6,-0.7,2,4,-2,-0.2,-3
COc1cc2[nH]c3c(=O)n(CCN(C(C)C)C(C)C)cnc3c2cc1OC,-1,.,-3.1,i,-4,-7,-12,-1.2,1
CCOC(=O)C(=N/O)/C(C)=N/NC(C)=O,.,-0.4,4.4,-0.2,-5,-4,-5,-0.3,5
O=C(CSc1nc(-c2cccs2)cc(C(F)(F)F)n1)NCCCn1ccnc1,6,-0.4,-0.3,-8.3,-2,-1,-6,0.3,0
O=C1CCC(C(=O)OCc2nnc(-c3ccc(Cl)cc3)o2)=NN1,-13,-1.6,1.9,-2.3,-3,4,-3,-0.8,.
COC(=O)c1ccc(Cn2nnc3c(=O)[nH]c(C4CCN(S(=O)(=O)c5ccc(F)cc5)CC4)nc32)cc1,10,-1.3,1.3,-0.2,-1,0,1,1.9,6
CN1CCN(c2oc(-c3ccccc3F)nc2S(=O)(=O)c2ccc(Cl)cc2)CC1,14,.,5.4,i,-2,33,.,0.1,0
COCc1cc(C)nc(SCc2ccccc2Cl)c1C#N,-6,-0.3,-4.5,i,16,38,25*,-0.5,1
CC1CN(S(=O)(=O)c2cccc(C(=O)NCc3ccccn3)c2)CC(C)O1 (stereo not given),7,0.7,0.7,2.7,0,10,-5,0.3,.
CC1CN(C(=O)CCC(=O)NCc2ccccc2)c2ccccc2S1 (stereo not given),-2,0.9,-0.7,-0.6,-8,19,6,0.8,2
COc1ccc(CNc2nc3ccccc3n2CCN2CCCCC2)cc1,-14,1.3,-0.4,-0.7,-2,4,5,-0.2,4
Cn1c(=S)n(/N=C/c2cccs2)c2ccccc21,i,0.8,.,i,.,-10,-3,-0.8,4
O=[N+]([O-])c1ccc(S(=O)(=O)Nc2nc(-c3ccccc3)cs2)cc1,12,13*,-1.6,i,-8,4,-5,-0.2,4
CCOC(=O)c1oc2ccccc2c1NC(=O)c1cccc(OC)c1,-14,.,1.4,-0.3,-1,6,-6,2.2,-3
CN1CCN(c2ccc(Cl)cc2NC(=O)c2ccc(=O)n(C)n2)CC1,-2,-1.9,-0.2,-0.3,-5,6,-10,-1.3,-1
Cc1ccc2c(c1)N(C(=O)CCC(=O)NCCN1CCOCC1)CC(C)O2 (stereo not given),-2,0.3,-0.3,i,7,4,-1,-0.3,-3

# Assay outcomes deposited in PubChem by several laboratories.

# Some of the compounds tested, so the mix of outcomes need not match the whole.
